High-throughput results as filed in PubChem BioAssay.
Y pestis TopoI: blocks Yersinia pestis topoisomerase I activity. Y. pestis Topo-I cleavage product accumulation, plate reader. activity, % at 10 µM. 360,000 tested, 0.064% active; in the data active means activity above about 50%, passing the limit was not always enough; inconclusive means no clear call, values can overlap the other calls; further: inactives centre near 2
BH1578 lux ind: quorum light induction in luxS cqsA deficient V. cholerae. AID 588436. 350,000 tested, 0.16% active. V. cholerae BH1578 lux reporter, luminescence, 6 h. activation, % at 18.7 µM; in the data active means activation mostly above about 9.7%, no sharp cut-off; inconclusive means no clear call, values can overlap the other calls; inactive means mostly below about 3.7%; further: not every result past the cut was called active; inactives centre near 0; reference of the scale not given here
BoNT-A LC inh2: BoNT A light chain protease inhibition; inhibition, % at 10 µM; AID 588499; multiplex microsphere protease substrate cleavage, flow cytometry; 360,000 tested, 0.17% active; further: plate controls were buffer without enzyme for full effect and enzyme alone for no effect
Anthrax LF inh2: blocks Bacillus anthracis lethal factor protease | P15917 | multiplex microsphere protease cleavage assay, LF | inhibition, % at 10 µM | 360,000 tested, 0.12% active | AID 588501; further: plate controls were buffer without enzyme for full effect and enzyme alone for no effect
PrPC TRFRET: inhibitors of human cell surface prion protein PrPC; 370,000 tested, 0.43% active; TR-FRET read-out; P04156; AID 720596; inhibition, % at 13.8 µM; in the data active means inhibition above about 24%; further: 0% = median of the test wells and 100% = reference compound wells
SARS 3CLpro inh: SARS-CoV 3CLpro protease inhibition; AID 1706; P0C6X7; recombinant SARS-CoV 3CLpro, quenched FRET peptide cleavage; 290,000 tested, 0.14% active; inhibition, % at 6 µM; in the data active means inhibition above about 12%
SSB-PriA inh: inhibitors of Klebsiella pneumoniae PriA binding to SSB C-terminal tail; AlphaScreen SSBct-PriA binding, biotinylated peptide; inhibition, % at 33 µM; 430,000 tested, 0.6% active; in the data active means inhibition mostly above about 37%, no sharp cut-off; inactive means mostly below about 20%;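 further: plate controls were negative control peptide for no effect and reference peptide for full effect; strong numbers were not always called active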
TcdB GH inh: inhibitors of Clostridioides difficile toxin B glycohydrolase. TcdB glycohydrolase enzymatic assay, plate reader. AID 652162. P18177. inhibition, % at 9.99 µM. 350,000 tested, 0.24% active; in the data active means inhibition above about 10%
Target sequence (P18177 whole entry, looked up): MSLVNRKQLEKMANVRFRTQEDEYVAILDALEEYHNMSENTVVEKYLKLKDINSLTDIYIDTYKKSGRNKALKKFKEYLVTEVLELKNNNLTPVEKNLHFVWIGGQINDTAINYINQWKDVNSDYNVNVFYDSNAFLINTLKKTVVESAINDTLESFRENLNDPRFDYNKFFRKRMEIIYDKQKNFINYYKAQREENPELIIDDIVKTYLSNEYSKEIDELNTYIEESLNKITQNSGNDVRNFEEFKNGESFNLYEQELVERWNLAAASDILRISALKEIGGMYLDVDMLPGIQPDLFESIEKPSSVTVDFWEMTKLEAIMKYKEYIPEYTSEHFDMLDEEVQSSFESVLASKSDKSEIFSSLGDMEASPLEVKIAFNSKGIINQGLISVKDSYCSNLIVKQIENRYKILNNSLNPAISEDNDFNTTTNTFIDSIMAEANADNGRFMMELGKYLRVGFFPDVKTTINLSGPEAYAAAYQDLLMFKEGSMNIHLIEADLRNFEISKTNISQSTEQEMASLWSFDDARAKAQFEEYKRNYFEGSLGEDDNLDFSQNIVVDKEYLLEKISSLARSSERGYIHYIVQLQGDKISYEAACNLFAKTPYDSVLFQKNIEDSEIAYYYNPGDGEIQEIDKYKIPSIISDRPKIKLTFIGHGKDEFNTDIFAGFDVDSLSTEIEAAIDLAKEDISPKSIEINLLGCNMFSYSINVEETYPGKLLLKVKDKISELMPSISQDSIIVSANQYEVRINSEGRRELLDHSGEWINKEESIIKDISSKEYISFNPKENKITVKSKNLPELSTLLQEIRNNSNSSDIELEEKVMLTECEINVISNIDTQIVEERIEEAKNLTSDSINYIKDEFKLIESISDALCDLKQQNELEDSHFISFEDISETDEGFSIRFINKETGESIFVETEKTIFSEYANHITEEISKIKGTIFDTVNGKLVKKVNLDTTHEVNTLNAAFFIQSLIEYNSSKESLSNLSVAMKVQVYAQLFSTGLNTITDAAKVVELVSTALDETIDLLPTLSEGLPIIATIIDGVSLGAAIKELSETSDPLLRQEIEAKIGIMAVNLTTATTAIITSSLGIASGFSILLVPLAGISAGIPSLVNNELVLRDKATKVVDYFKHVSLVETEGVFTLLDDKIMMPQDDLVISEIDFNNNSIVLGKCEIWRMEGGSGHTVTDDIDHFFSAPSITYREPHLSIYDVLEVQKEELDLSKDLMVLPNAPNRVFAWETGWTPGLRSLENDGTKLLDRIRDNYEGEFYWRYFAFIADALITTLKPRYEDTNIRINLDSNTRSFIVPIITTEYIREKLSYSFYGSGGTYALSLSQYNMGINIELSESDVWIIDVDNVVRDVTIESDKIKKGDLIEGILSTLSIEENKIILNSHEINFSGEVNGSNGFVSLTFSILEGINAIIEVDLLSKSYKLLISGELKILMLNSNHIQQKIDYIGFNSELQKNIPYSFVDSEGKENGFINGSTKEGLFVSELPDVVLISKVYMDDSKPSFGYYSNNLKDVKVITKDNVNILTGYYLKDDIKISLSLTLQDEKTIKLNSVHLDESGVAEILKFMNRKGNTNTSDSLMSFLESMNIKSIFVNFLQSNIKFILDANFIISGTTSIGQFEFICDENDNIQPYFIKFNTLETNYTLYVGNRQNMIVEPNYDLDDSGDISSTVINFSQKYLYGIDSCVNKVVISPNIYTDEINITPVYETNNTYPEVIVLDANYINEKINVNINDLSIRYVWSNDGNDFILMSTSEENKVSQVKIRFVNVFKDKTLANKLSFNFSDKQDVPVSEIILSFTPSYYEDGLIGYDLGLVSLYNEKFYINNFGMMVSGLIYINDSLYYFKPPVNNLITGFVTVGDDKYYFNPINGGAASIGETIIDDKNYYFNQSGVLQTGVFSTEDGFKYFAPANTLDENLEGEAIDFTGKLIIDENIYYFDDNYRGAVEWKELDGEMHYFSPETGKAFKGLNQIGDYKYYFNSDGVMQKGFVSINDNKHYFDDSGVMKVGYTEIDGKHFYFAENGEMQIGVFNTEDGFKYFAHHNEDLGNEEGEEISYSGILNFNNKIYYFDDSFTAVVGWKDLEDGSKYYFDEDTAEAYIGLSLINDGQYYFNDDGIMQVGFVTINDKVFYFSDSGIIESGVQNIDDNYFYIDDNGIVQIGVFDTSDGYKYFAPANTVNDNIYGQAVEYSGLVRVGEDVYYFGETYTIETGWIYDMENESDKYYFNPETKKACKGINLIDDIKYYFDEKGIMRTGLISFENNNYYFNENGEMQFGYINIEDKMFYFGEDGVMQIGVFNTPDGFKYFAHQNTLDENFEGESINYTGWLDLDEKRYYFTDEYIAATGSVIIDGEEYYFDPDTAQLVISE
PfHsp40 yeast: restores yeast growth despite PfHsp40 toxicity. S. cerevisiae expressing PfHsp40, growth rescue, ATP luminescence. growth rescue, % at 12.5 µM. 340,000 tested, 0.68% active; in the data active means growth rescue above about 28%, passing the limit was not always enough; inconclusive means no clear call, values can overlap the other calls;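 further: yeast W303a lacking pdr1 and pdr3 grown in galactose medium; growth measured after three days at 30 °C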
Starred values were filed as active, the others as inactive; i = inactive; u = inconclusive; x = not tested or not shown; & = joins results of further samples. Unless noted, no stated cut-off is given here; in the data, active means inhibition above about 30%; inconclusive means no clear call, values can overlap the other calls; inactive means below that. A portion of the library; the hit share may differ from the screen's.

Every second line gives: Anthrax LF inh2, BH1578 lux ind, BoNT-A LC inh2, TcdB GH inh, SARS 3CLpro inh, Y pestis TopoI, SSB-PriA inh, PfHsp40 yeast, PrPC TRFRET
O=S(=O)(c1cc(Cl)cc(Cl)c1O)N1CCC2(CC1)OCCO2
    0, -0.5, -1.4, 0.4, -1, 1, -1, -0.6, -4
COc1cc(/C=N/NC(=O)c2ccc(C)nc2)cc([N+](=O)[O-])c1O
    -2, i, -0.7, -1.5, 1, 3, x, -0.6, -22
Cc1ccc(CN2CCNC(=O)C2CC(=O)N(Cc2c(C)nn(C)c2C)C2CC2)o1 (stereo not drawn)
    -5, -0.7, 0.6, 0.1, 1, 5, -6, -0.9, -5
c1ccc(-n2nnnc2SCc2cn3ccccc3n2)cc1
    -6, -2.1, 0.0, x, -8, -9, -7, -0.8, -2
C[C@@]1([C@@H](NP(=O)(c2ccccc2)c2ccccc2)c2ccccc2)C[C@H]1CCO
    -6, -0.3, 0.6, -0.6, -4, 22, 2, 0.6, -3
CC1(c2ccc(Cl)cc2)NC(=O)N(CC(=O)Nc2ccc3c(c2)OCO3)C1=O (stereo not drawn)
    1, -0.6, 0.0, 0.3, x, -7, x, x, 3
O=C(NCCc1nc2ccccc2[nH]1)c1ccc(F)cc1
    -6, 0.2, -0.2, 0.5, 0, 10, -1, -0.7, x
Cc1ccc(COC(=O)c2cccc(S(=O)(=O)N3CCCCC3)c2)cc1
    6, 0.2, -0.9, 0.1, x, 1, -15, 1.0, 2
O=C1[C@H]2[C@H](C=CC[C@H]2C(=O)N2CCN(c3ccccc3)CC2)CCN1Cc1ccc(Cl)c(Cl)c1
    1, i, -0.9, 0.3, x, 22, 5, u, -5
O=C(CN1c2cccc3cccc(c23)S1(=O)=O)Nc1ccccc1F
    -2, -0.4, -2.7, 0.7, 6, 4, -3, -0.3, 13
O=C(CCl)NC1(C(=O)O)CCCC1
    -2, -5.9, -0.3, 0.7, x, 8, x, x, -4
COc1ccccc1C(=O)N(Cc1ccco1)C1CCS(=O)(=O)C1 (stereo not drawn)
    2, i, 0.0, x, -1, -1, -7, -0.8, 2
O=C1c2ccc(-c3ccc4c(c3)C(=O)N(CCO)C4=O)cc2C(=O)N1CCO
    0, -3.7, 0.3, 0.2, -1, 11, 5, -1.7, -3
Nc1cc(Cl)ccc1C(=O)OCC(=O)NCC1CCCO1 (stereo not drawn)
    -3, -3.3, -0.1, 0.1, x, -11, -12, 1.3, 7
CCn1cc(C(=O)O)c(=O)c2cc(F)c(N/N=C/c3ccccc3)cc21
    1, -0.1, 0.8, x, 3, 6, x, -0.7, -1
Cc1c(O)ccc(/C(Cc2ccc3ccccc3n2)=N\N)c1O
    -3, -0.5, 0.1, 0.5, 1, -4, x, -0.8, 0
CCOc1ccc2nc(SCC(=O)NCc3ccc(S(N)(=O)=O)cc3)sc2c1
    -1, -1.8, 0.0, 0.0, 1, 1, -9, 1.0, 6
Cc1nn(Cc2c(Cl)cccc2Cl)c(Cl)c1/C=N/NC(=O)c1cccnc1
    0, -1.4, 0.1, 1.1, 2, 0, x, 0.5, 3
O=S(=O)(N1CCOCC1)N1CCCN(S(=O)(=O)N2CCOCC2)CC1
    -4, -0.5, 0.6, x, 4, -4, -3, -1.3, -1
Cn1cnc(S(=O)(=O)Nc2ccc(OC(F)(F)F)cc2)c1
    4, i, 0.9, -2.9, -2, 13, -15, -1.2, 3

More records follow:
Every second line gives: Anthrax LF inh2, BH1578 lux ind, BoNT-A LC inh2, TcdB GH inh, SARS 3CLpro inh, Y pestis TopoI, SSB-PriA inh, PfHsp40 yeast, PrPC TRFRET
CCCN1CC(C)C(OC(C)=O)(c2ccccc2)CC1C (stereo not drawn)
    1, i, 1.0, x, -4, 0, -21, 1.2, 2
Oc1ccc(-c2cnns2)c(O)c1
    1, -0.3, 0.0, -38, 2, 2, -7, -1.2, -7
Nc1nc(SCC(=O)N2CCCCC2)[nH]c(=O)c1NC(=O)c1cccs1
    0, -0.1, 0.2, 0.0, 1, 0, -18, 0.2, -1
C[C@@H]1CCCCO[C@@H](CN(C)Cc2ccccc2)[C@@H](C)CN([C@H](C)CO)C(=O)c2cc(N(C)C)ccc2O1
    6, -0.3, -0.9, -13&-19&-14, x, -1, x, x, -4
O=C(NCc1ccccc1F)C1CCCN1C(=O)Nc1ccccc1 (stereo not drawn)
    4, -0.7, 4.9, 0.4, -3, -1, -7, 0.2, 4
CC1(C)C2CCC1(C)C(OC(=O)C[n+]1ccccc1N)C2 (stereo not drawn)
    2, i, -1.1, 0.0, 0, 4, 7, 1.7, 5
Cc1nc(C)c(-c2ccc(SCc3ccc([N+](=O)[O-])cc3)nn2)s1
    0, 0.0, 0.9, -0.4, 2, -1, -8, 0.3, 5
CCc1nnc(NC(=O)CCC(=O)NCc2ccc(C)cc2)s1
    1, -0.5, -1.2, 1.1, 2, 0, 8, 0.5, -11
O=C(O)CC1(O)C(=O)N(Cc2ccccc2)c2ccccc21 (stereo not drawn)
    -2, -0.2, -0.7, 1.3, -2, 7, -30, -0.5, 1
CCOc1ccc(C(C)C)cc1S(=O)(=O)Nc1ccc(Cl)cn1
    0, i, 0.1, x, 3, -1, -3, 1.3, 0
O=C(CCS(=O)(=O)c1ccc(Br)cc1)NCCc1ccccc1
    -4, -1.5, -1.6, 0.2, 1, -2, 4, -1.6, -4
COc1ccc(-c2noc(C(C)NC(=O)c3ccco3)n2)cc1OC (stereo not drawn)
    -2, i, -3.6, 1.4, -1, 3, -6, -0.1, -1
COc1ccc(CCn2c(O)c(C=Nc3ccc(F)cc3)c(=O)[nH]c2=O)cc1OC
    2, i, 0.3, -0.5, 3, -1, -4, x, 8
CCc1nc2c(OCc3ccccc3C(=O)OC)cccn2c1N(C)C(=O)c1cccs1
    -6, i, 0.2, -0.1, x, 34, x, x, 6
COc1ccc(CNC2CCCCC2C)c(OC)c1 (stereo not drawn)
    -1, i, 2.7, 3.1, -1, -1, -7, 0.3, x
Cc1cc(C(=O)OCC(=O)NC(C)C)c2ccccc2n1
    -8, -0.5, -0.8, -0.4, -2, 4, 0, -0.4, 1
Cc1cc(C(=O)NNC(=O)c2ccccc2[N+](=O)[O-])c(C)o1
    1, i, -0.3, 0.7, x, 7, -6, -0.9, -10
COc1nccnc1NS(=O)(=O)c1ccc(NC(=S)NC(=O)c2cccnc2)cc1
    -3, i, -0.3, 0.6, -1, 8, 0, 0.7, -3
CCCC1CC(C(=O)NC(C(C)Cl)C2OC(SC)C(O)C(O)C2O)N(C)C1 (stereo not drawn)
    -4, -2.8, -0.7, 2.0, 0, 5, -2, 0.9, -3
COc1cccc(/C=N/N=C(\N)c2nonc2N)c1O
    -5, -1.4, 0.1, 0.9, -3, 9, x, 0.4, 6

Next part:
Every second line gives: Anthrax LF inh2, BH1578 lux ind, BoNT-A LC inh2, TcdB GH inh, SARS 3CLpro inh, Y pestis TopoI, SSB-PriA inh, PfHsp40 yeast, PrPC TRFRET
CCn1nnnc1NCc1ccc(SC)cc1
    1, x, -1.0, 2.8, -1, 1, -4, 39*, 7
CC(C)C(=O)Nc1ccc(NC(=O)c2ccccn2)cn1
    0, i, 0.5, x, -6, -3, -11, -1.1, -3
CCOC(=O)C1(C)CCCN(C(=O)c2cc(F)cc(F)c2)C1 (stereo not drawn)
    0, -0.2, 0.0, 0.5, x, 1, x, x, -5
Cc1ccc(C(=O)Nc2cccc(S(=O)(=O)N3CCCC3)c2)o1
    3, -0.4, 0.5, 0.8, x, 5, 13, -0.2, -8
Cc1ccc(C(=O)NCc2ccc(Cl)cc2)cc1S(=O)(=O)N1CCCCC1
    -11, 1.8, 0.2, 0.5, x, 36, -1, 1.1, 17
CCc1c(C)nc2cc(-c3ccc(OC)c(OC)c3)nn2c1N1CCC(C)CC1
    -2, i, 0.3, x, -2, -15, 2, -0.1, -4
CC(NC(=O)Cc1ccc(S(=O)(=O)N2CCCCC2)cc1)c1ccccc1 (stereo not drawn)
    -2, i, 0.0, 1.7, x, 1, -5, -0.1, 2
Cc1cc(C)n(-c2nc3c(c(=O)[nH]c(=O)n3C)n2C)n1
    -7, i, 0.4, x, 0, -1, 1, -1.3, -3
CC(=O)Oc1oc(-c2ccccc2)nc1C=Nc1ccc(N(C)C)cc1
    15, 0.7, 0.4, -1.0, -1, 1, 5, -0.3, -8
N#Cc1c(N2CCN(C(=O)c3ccccc3Cl)CC2)nc(-c2ccccc2)c2c1CCCC2
    -2, -0.4, 0.6, x, 0, 38, -6, -0.2, -9
COC(=O)c1ccc(-n2nnnc2SCC(=O)Nc2ccccc2C(=O)OC)cc1
    -2, -0.5, -0.2, x, 1, 9, 2, -1.6, 1
O=C(O)/C=C/c1cn(Cc2ccccc2Cl)nc1-c1ccccc1
    -5, -0.2, 0.3, 0.9, 4, -6, 2, 0.2, 7
CC1(NC(=O)COc2ccccc2-c2ccccc2)CCS(=O)(=O)C1 (stereo not drawn)
    -5, i, -0.4, x, 0, 15, -8, -1.9, 8
CCCc1cc(C(=O)Nc2cc(C)on2)no1
    -9, 0.0, -0.9, 1.8, -3, 1, 0, 0.6, -2
CCc1ccc(C2CC(=O)N3CN(c4ccccc4)CSC3=C2C#N)cc1 (stereo not drawn)
    -1, i, 1.3, 2.3, 1, -9, 0, 1.4, -2
CC(=O)NCCc1ccc(S(=O)(=O)N(C)C2CCS(=O)(=O)C2)cc1 (stereo not drawn)
    1, i, 0.0, x, 0, 5, -3, -0.8, 2
CCOC(=O)c1c(NC(=O)CSc2nnc(CNc3ccc(F)cc3)o2)sc(C(C)=O)c1C
    5, i, -0.8, x, 7, 1, 12, 1.7, 12
Cc1noc(C)c1COC(=O)c1csc2c1CCC(C)C2 (stereo not drawn)
    -10, -0.3, 0.5, 0.3, x, 30, -71, 0.9, -2
CC(=O)OC1OCCOC1NC(=S)NCc1ccco1 (stereo not drawn)
    2, i, -0.7, 0.1, 2, 2, -10, -1.0, 5
Nc1nonc1-n1nnc(C(=O)N/N=C/c2c(Cl)cccc2Cl)c1CSC1=NCCS1
    -1, -0.3, 0.3, 0.8, -2, -3, i, 0.2, 5

Sorted by molecular weight (lowest first): part of the list above.
Every second line gives: Anthrax LF inh2, BH1578 lux ind, BoNT-A LC inh2, TcdB GH inh, SARS 3CLpro inh, Y pestis TopoI, SSB-PriA inh, PfHsp40 yeast, PrPC TRFRET
COc1cc(/C=N/NC(=O)c2ccc(C)nc2)cc([N+](=O)[O-])c1O
    -2, i, -0.7, -1.5, 1, 3, x, -0.6, -22
CCOc1ccc(C(C)C)cc1S(=O)(=O)Nc1ccc(Cl)cn1
    0, i, 0.1, x, 3, -1, -3, 1.3, 0
O=C1c2ccc(-c3ccc4c(c3)C(=O)N(CCO)C4=O)cc2C(=O)N1CCO
    0, -3.7, 0.3, 0.2, -1, 11, 5, -1.7, -3
CC(NC(=O)Cc1ccc(S(=O)(=O)N2CCCCC2)cc1)c1ccccc1 (stereo not drawn)
    -2, i, 0.0, 1.7, x, 1, -5, -0.1, 2
C[C@@H]1CCCCO[C@@H](CN(C)Cc2ccccc2)[C@@H](C)CN([C@H](C)CO)C(=O)c2cc(N(C)C)ccc2O1
    6, -0.3, -0.9, -13&-19&-14, x, -1, x, x, -4

(cont.)
Every second line gives: Anthrax LF inh2, BH1578 lux ind, BoNT-A LC inh2, TcdB GH inh, SARS 3CLpro inh, Y pestis TopoI, SSB-PriA inh, PfHsp40 yeast, PrPC TRFRET
COc1ccc(S(=O)(=O)N2Cc3ccccc3-n3nncc3C2)cc1
    -6, -0.4, -0.2, 0.8, x, 6, x, x, 9
Cc1cc(C(=O)NCC(C)(C)N2CCOCC2)c(C)o1
    -3, i, 0.4, 0.8, x, 0, -10, 0.7, -5
COC(=O)C1=C(C)N(C2CCCC2)C(=O)C1(NC(C)=O)C(F)(F)F (stereo not drawn)
    -5, -0.5, -0.2, x, 0, -4, -3, 0.1, -1
NC(=O)[C@@H]1CCCN1C(=O)c1cc(COc2ccc3c(c2)CCCC3)on1
    4, 0.6, 0.1, 1.0, -3, 18, 3, -1.3, 9
CN(n1cnc2ccccc2c1=O)S(C)(=O)=O
    19, -0.4, 0.3, 0.7, -3, -2, -3, -1.0, 5
Cc1c(C(=O)NCc2cccc([N+](=O)[O-])c2)sc(=O)n1Cc1cccc(F)c1
    3, -0.4, 0.2, 0.9, x, 5, x, x, -5
